p97 ATPase inh: human p97 ATPase inhibition. actives 0.42% (n = 220,000). recombinant p97 ATPase, Kinase-Glo ATP luminescence, 3 h. inhibition, % at 8 µM; in the data active = inhibition above about 15%;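 note: 0% = DMSO vehicle and 100% = wells lacking enzyme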
BaF3 tox: parental Ba/F3 viability inhibition as JAK2V617F counter-screen | CellTiter-Glo ATP luminescence | inhibition, % at 5.6 µM | actives 1.1% (n = 220,000) | AID 1486;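 active = inhibition above a per-campaign cutoff, the mean inhibition of all tested compounds plus 3 SD, cut at about 27% in these data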;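 note: 0% = DMSO wells and 100% = JAK Inhibitor I control wells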
Furin inhibitor: human furin inhibition. P09958. purified furin, fluorogenic substrate cleavage. inhibition, % at 30 µM. actives 0.061% (n = 220,000). AID 463115; in the data active = inhibition above about 25%; note: inactives centre near -15
Target sequence (P09958 108-714 limits assumed): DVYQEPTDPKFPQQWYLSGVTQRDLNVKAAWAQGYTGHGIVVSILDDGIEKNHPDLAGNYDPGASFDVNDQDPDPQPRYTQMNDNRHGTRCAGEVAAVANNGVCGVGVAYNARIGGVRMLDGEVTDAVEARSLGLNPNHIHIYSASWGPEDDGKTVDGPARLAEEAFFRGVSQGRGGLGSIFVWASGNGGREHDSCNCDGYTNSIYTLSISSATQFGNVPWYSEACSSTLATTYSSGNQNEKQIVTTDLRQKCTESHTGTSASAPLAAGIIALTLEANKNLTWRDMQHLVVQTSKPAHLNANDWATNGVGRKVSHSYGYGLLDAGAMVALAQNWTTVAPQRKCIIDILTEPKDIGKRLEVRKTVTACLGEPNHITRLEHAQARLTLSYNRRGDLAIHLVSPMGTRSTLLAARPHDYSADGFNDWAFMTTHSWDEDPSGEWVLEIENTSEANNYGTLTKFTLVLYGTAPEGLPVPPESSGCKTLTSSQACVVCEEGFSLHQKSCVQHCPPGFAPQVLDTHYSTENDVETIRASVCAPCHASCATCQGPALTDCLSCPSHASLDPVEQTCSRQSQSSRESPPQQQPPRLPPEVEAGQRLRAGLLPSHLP
NCF1 inh: blocks human p47phox regulatory protein of NADPH oxidases; P14598; p47phox/p22phox peptide binding, fluorescence polarization, 2 h; inhibition, % at 24.7 µM; actives 0.53% (n = 220,000); AID 1274;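 active = inhibition above about 30%, limit read from the data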;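 note: 0% = p47phox with labelled peptide and 100% = labelled peptide alone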
Target sequence (P14598 whole entry, looked up): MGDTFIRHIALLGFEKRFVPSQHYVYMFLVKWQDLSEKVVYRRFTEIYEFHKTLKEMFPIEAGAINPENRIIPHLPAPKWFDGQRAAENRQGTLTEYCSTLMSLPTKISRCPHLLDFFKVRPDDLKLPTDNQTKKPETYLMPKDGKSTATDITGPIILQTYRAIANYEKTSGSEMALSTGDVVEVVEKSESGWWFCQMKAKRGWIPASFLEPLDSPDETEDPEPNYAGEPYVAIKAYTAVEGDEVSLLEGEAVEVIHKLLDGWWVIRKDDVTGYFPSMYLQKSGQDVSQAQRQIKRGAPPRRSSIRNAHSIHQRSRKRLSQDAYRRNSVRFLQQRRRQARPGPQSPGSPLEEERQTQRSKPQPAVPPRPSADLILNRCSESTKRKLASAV
RBBP9 inh: inhibitors of human serine hydrolase RBBP9. O75884. recombinant RBBP9, FP-Rh probe fluorescence polarization. inhibition, % at 7.94 µM. actives 0.2% (n = 220,000). AID 1515;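 active = inhibition above the campaign mean of all tested compounds plus 3 SD, cut at about 14% in these data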;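 note: plate controls were DMSO wells with RBBP9 for no effect and wells lacking RBBP9 protein for full effect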
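System: RBBP9 protein / Quantity: 2.5 µM RBBP9 dispensing solution, before mixing / Also added: Serine-hydrolase probe FP-Rh, 375 nM pre-mixing / Dosing: 7.94 µM single dose, 0.794% DMSO / Timing: enzyme-compound preincubation 30 min, then probe labeling 45 min, 25 °C / Signal: FP readout at 525/598 nm / Controls: DMSO-treated enzyme wells and wells lacking RBBP9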
Ba/F3 V617F tox: loss of viability in JAK2V617F-driven Ba/F3 cells; Ba/F3 EpoR-JAK2V617F viability, ATP luminescence; actives 1.1% (n = 220,000); inhibition, % at 5.6 µM;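 active = inhibition above the campaign mean plus 3 SD over all tested compounds, cut at about 24% in these data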;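 note: cytokine-independent growth of Ba/F3 cells driven by EpoR plus mutant JAK2; 0% = DMSO-treated cells and 100% = JAK inhibitor I control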
TbHK1 inh: T. brucei hexokinase 1 inhibition; recombinant TbHK1, G6PDH-coupled NADH A340; inhibition, % at 10 µM; actives 0.11% (n = 220,000); AID 1430;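 active = inhibition of 50% or more in the single-dose primary screen; inactive = inhibition below 50%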
PPC-1+TRAIL kill: compounds killing PPC-1 cancer cells with TRAIL present (potentiator screen, no TRAIL-free arm) | AID 1443 | actives 0.41% (n = 220,000) | PPC-1 cells + TRAIL, ATPLite viability luminescence | cell killing (% activity), % at 4 µM;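 active = cell killing above 50% in the first pass at 4 µM, then a duplicate retest at 5 µM averaging 50% or more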;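 note: plate controls were cells with TRAIL plus DMSO for no effect and medium-only wells lacking cells for full effect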
EP2 antag: blocks the human prostaglandin E2 receptor EP2 | P43116 | C6 glioma cells expressing human EP2, cAMP TR-FRET; cells stimulated with saturating PGE2 | inhibition, % at 25 µM | actives 0.52% (n = 260,000) | AID 1422;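 active = percent inhibition above 40 after rounding to a whole number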;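 note: rat C6 glioma host cells with rolipram phosphodiesterase inhibitor present; the protocol text gives 20 µM as final concentration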
An asterisk follows results filed as active; . = no result given; & = joins results of further samples; [ ] = dose if it differs, or a comment. This is a subset; the hit share may differ from the screen's.

No.	compound	p97 ATPase inh	BaF3 tox	Furin inhibitor	NCF1 inh	RBBP9 inh	Ba/F3 V617F tox	TbHK1 inh	PPC-1+TRAIL kill	EP2 antag
1	CCN(CC(=O)Nc1ccc(C)c(F)c1)CC(=O)NC(C)(C)C	-4	3	-24	.	10	4	-5	10	5
2	N#C/C(=N\Nc1ccc([N+](=O)[O-])cc1)C(N)=S	-2	10	7	-81	-3	-4	-5	8	9
3	O=C(COC(=O)CCC(=O)c1ccc(F)cc1)Nc1ccc(N2CCOCC2)cc1	-3	6	-17	-12	-7	3	0	0	-1
4	COC(=O)c1ccc(N2CCN(c3ccccc3)CC2)c(NC(=O)C2CC2)c1	1	5	-13[20 µM]	-2	-1	-1	1	20	10
5	CC1=C(C(=O)OC(C)C)C(c2ccccn2)n2ncnc2N1 (stereo not given)	2	1	-19	2	-1	1	-2	-5	4
6	CC(C)(C)C(=O)Nc1cccc2[nH]ncc12	11	1	-15	12	-4	-1	-3	3	4
7	Cc1ncoc1C(=O)N1CCCC(CCC(=O)NCc2ccccc2F)C1 (stereo not given)	2	-4	-9	-8	-4	-5	-12	17	6
8	O=C(O)c1cc(NS(=O)(=O)c2ccc(N3CCCCC3)c([N+](=O)[O-])c2)cc(C(=O)O)c1	0	4	-1	-4	-9	1	30	-2	13
9	CC(C)n1cc(/C=C2/NC(=O)N(c3cccc(Cl)c3)C2=O)c2ccccc21	-2	1	-12[20 µM]	-15	-11	0	-7	9	12
10	NC(=O)[C@H]1CC2(CC(c3cccc(NC(=O)COc4ccc(Cl)cc4)c3)=NO2)CN1C(=O)CC(c1ccccc1)c1ccccc1 (stereo not given in full)	.	.	-17	-26	.	.	-8	13	5
11	CN(C(=O)c1ccccc1Cl)c1ccccc1	3	3	-16[20 µM]	3	-7	-1	0	44	10
12	CC(C)N=C(NS(=O)(=O)NC(=O)c1ccccc1)c1ccccc1	-3	12	-2	0	-2	6	0	-4	6
13	Cc1nn(Cc2ccccc2)c2c1C(c1ccccc1)C(C#N)=C(N)O2 (stereo not given)	11	1	-2[20 µM]	-10	8	-4	-1	27	14
14	O=C(C(c1ccccc1)c1ccccc1)N1CC[C@@]2(O)CCCC[C@H]2C1	-4	2	-13	-4	-5	2	-5	15	4
15	CCn1c(CSc2nc(C)cc(C)n2)nnc1SCC(=O)Nc1ccccc1	10	0	-21[20 µM]	-3	5	-8	4	33	4&20
16	CCOc1ccc2[nH]c(C)c(CN(C)C)c(=O)c2c1	4	5	-35	-9	-7	-3	-19	-4	1
17	O=C1c2ccc(Oc3ccc([N+](=O)[O-])cc3)cc2C(=O)N1c1ccncc1	6	7	-12	9	4	4	9	-2	11
18	CCOC(=O)c1ccc(NC(=O)C2C3C=CC(C3)C2C(=O)O)cc1 (stereo not given)	3	3	-28	3	-3	-1	1	12	18
19	CCOc1ccc(CN2CCN(CCCn3cccn3)CC2CCO)cc1 (stereo not given)	5	-1	-17	-3	3	-2	-7	-6	12
20	O=C(/C=C/c1ccc(Cl)cc1Cl)NCc1ccncc1	-8	6	-2[20 µM]	-15	3	8	7	8	3
21	Fc1ccc(Cn2c(SCc3ccc(F)c(C(F)(F)F)c3)nnc2C(F)(F)F)cc1	-5	6	-9[20 µM]	-4	-7	-1	7	6	7
22	Cc1cccc(-c2nc3sc(C)cc3c(=O)o2)c1	3	4	-18	-15	-9	-1	-7	20	11
23	CC(Sc1nc(N)cc(=O)[nH]1)C(=O)Nc1sc2c(c1C#N)CCCC2 (stereo not given)	1	9	-16	-9	-6	1	1	12	9
24	Cc1nc(-c2ccc(NC(=O)C3CCCCC3)cc2)cs1	0	2	-18[20 µM]	7	-2	-1	-4	28	20
25	Nc1nc2n(n1)C(c1cccs1)CC(c1ccccc1)N2 (stereo not given)	-5	3	-12	-13	-6	4	3	13	11&10
26	CNC(=O)CSc1nc(-c2ccccc2)c(-c2ccccc2)[nH]1	0	10	-16[20 µM]	-5	1	1	-2	16	4
27	CC(C)(O)C#Cc1ccc(C(=O)NCc2cccs2)s1	-3	3	-5	-10	-8	-1	6	12	13
28	COc1cc(C(=O)Nn2c(O)c(C3=c4ccccc4=NC3=O)sc2=S)ccc1O	5	-1	-12	-22	-3	-3	-10	13	12
29	CCOC(=O)c1[nH]c(C)c(C(=O)OCC)c1C	-5	-5	6	-2	3	-1	-6	18	10
30	Cc1cc(C)cc(N=Cc2[nH]c3ccc(Br)c(Cl)c3c2O)c1	2	0	-8	-17	1	-7	0	12	3
31	CCOC(=O)c1nnsc1NC(=O)Nc1ccc(OC)cc1	3	4	-18	-14	-1	-3	-9	8	5
32	NS(=O)(=O)c1ccc(CCNC(=O)c2ccc(C#CC3(O)CCCCC3)cc2)cc1	1	3	-16	-6	-6	0	-2	22	16
33	c1ccc2c(c1)OCC(c1csc3ncnc(N4CCCCC4)c13)O2 (stereo not given)	2	1	-29[20 µM]	-16	-7	-5	6	6	19
34	O=C(NCCc1ccc([N+](=O)[O-])cc1)c1ccccc1	-10	-1	-1	-5	-7	1	-2	16	16
35	COc1ccc(-c2nnc(N3CCCCC3)c3ccccc23)cc1	-3	1	-3[20 µM]	-1	-3	5	-10	1	14
36	COc1ccc(CC(=O)Nc2nc3ccccc3s2)cc1S(=O)(=O)N1CCOCC1	1	5	-24	-2	-1	4	-2	16	9
37	CC12CCC(C(=O)N3CCN(c4ccccc4)CC3)(CC1=O)C2(C)C (stereo not given)	8	1	-15	-11	-6	-3	-2	-4	3
38	O=C(c1cccs1)N1CCN(c2ncc(Br)cn2)CC1	6	-3	-4	-7	0	-4	-9	-1	18
39	O=C(Nc1ccccc1-c1ccccc1)NC1CC2CCCC(C1)N2Cc1ccc(F)cc1 (stereo not given)	9	0	-16	-9	-6	-1	7	18	9
40	CSc1nc2c(c(=O)n1Cc1ccccc1)SC(C)C2 (stereo not given)	-9	3	17[20 µM]	-5	-5	3	-9	13	10
41	CC(=O)Nc1ccc(NC(=O)C(=O)N/N=C/c2cccnc2)cc1	-5	-1	-18	-13	-6	0	2	3	6
42	COc1ccc(/C=C/C(=O)N2CCCC2)cc1OC	2	6	-23	10	-6	3	-25	4	11
43	O=C(c1nc2ccccn2c1CNCC1OCCc2ccccc21)N1CCOCC1 (stereo not given)	2	5	-37	-2	-9	1	0	9	4
44	Cc1cc(NC(=O)c2cnn3c(C(F)(F)F)cc(-c4ccc(Br)cc4)nc23)no1	-5	8	-20[20 µM]	-22	-1	3	-21	12	8
45	COc1ccc(S(=O)(=O)N2CCCCCC2)cc1C(=O)OCC(=O)NC(N)=O	1	-1	-10	-9	3	-4	-4	2	8
46	CCC(=O)NCCSc1c[nH]c2ccccc12	1	3	-22	-12	-3	-3	1	-7	7
47	CC1=NN(c2nc3ccccc3[nH]2)C(=O)C1Cc1ccccc1 (stereo not given)	6	81*	-19	-11	-12	97*	5	6	6
48	O=C(O)c1cccnc1Oc1ccccc1	5	3	8[20 µM]	-9	-2	-1	1	-19	.
49	CCc1ccccc1N(C(C)=O)c1nc(CN=C=S)cs1	-4	3	-13	2	0	2	6	15	0
50	C/C(=N/N=C1\SCC(=O)N1c1ccccc1)c1ccc(C)cc1	5	0	-7	-8	-5	-3	-11	16	6
51	O=C(O)CCCN1C(=O)c2ccc(C(=O)c3cccc([N+](=O)[O-])c3)cc2C1=O	2	6	-21	-2	-12	0	0	-3	4
52	CCOC(=O)c1cc2n(c1C)-c1ccccc1C2=O	6	2	-14	-1	4	1	-5	5	5
53	O=c1oc2ccccc2cc1-c1csc(Cc2nc(-c3ccc(Cl)cc3)cs2)n1	4	8	-8	-42	-6	0	-5	8	11
54	CCOC(=O)C1=C(CC)Nc2ccccc2N=C1NC(=O)c1oc2ccccc2c1C	1	2	-24	-15	-10	-1	-1	-1	14
55	Cc1ccc(OCc2ccc(C(=O)N3CCOCC3)cc2)cc1C	-7	7	-21[20 µM]	-3	0	0	-13	9	9
56	O=C(COc1ccc(S(=O)(=O)NC2CCCCC2)cc1Cl)N1CCN(c2ccccc2)CC1	0	4	-19[20 µM]	-17	-5	-4	-6	9	12
57	CCNc1nc(OC)nc(N2CCC(Cc3ccccc3)CC2)n1	-2	7	-23	-14	-9	0	20	17	12
58	COc1cccc(NC(=O)c2nnn(CCc3ccccc3)c2N)c1	-4	3	-34	-3	-7	-4	-10	-23	6
59	O=c1c2[nH]c3ccc(Br)cc3c2ncn1Cc1ccncc1	9	5	-1	-9	8	-4	-25	11	33
60	CCN(CC)C(=O)CCc1nc2sc3c(c2c(=O)[nH]1)CCCC3	3	2	-6[20 µM]	-4	-9	-3	3	8	7

Further records.
No.	compound	p97 ATPase inh	BaF3 tox	Furin inhibitor	NCF1 inh	RBBP9 inh	Ba/F3 V617F tox	TbHK1 inh	PPC-1+TRAIL kill	EP2 antag
61	COC(=O)c1cccc(-n2c(C)cc(C=O)c2C)c1C	-5	4	-15	-4	0	2	-5	0	4
62	CC(=O)Nc1ccc(Nc2nc(C)nc3c2oc2ccccc23)cc1	5	2	-15	-11	0	-1	-46	-13	17&16
63	COC(=O)/C=C1/S/C(=N/N=C/c2ccco2)NC1=O	6	-5	-8	-28	5	-2	-21	10	10
64	O=C(NC1CCCCC1)C(c1ccc(F)cc1)N(CCc1ccccc1)C(=O)CN1C(=O)c2ccccc2S1(=O)=O (stereo not given)	2	5	-15	31*	-4	-4	13	8	13
65	Cc1cc(NC(=O)COC(=O)c2ccc(F)c(S(=O)(=O)N3CCOCC3)c2)no1	6	2	-20	-7	4	-3	2	-13	3
66	Cc1cc(C)c2[nH]c(=O)c(CN(Cc3nnnn3C3CCCC3)C3CCCCC3)cc2c1	4	3	-30	-11	0	1	-2	-7	10
67	Cc1cc(C)c(OCCNC(=O)c2ccccc2Sc2ccccc2C#N)c(C)c1	2	3	-10	-8	-9	0	29	5	6
68	O=C(NCc1ccco1)C1CCCN(S(=O)(=O)c2cccc3nsnc23)C1 (stereo not given)	2	4	-6	-13	2	-3	-3	19	6
69	COc1ccccc1C(=O)N1CCN(c2ccccn2)CC1	0	3	-18	-14	-3	2	0	17	3
70	O=C(Cc1ccc(Cl)cc1)Nc1ccccc1C(=O)Nc1ccc(C(=O)O)cc1	0	2	-31	-8	-2	2	-6	4	7
71	CCCCC(CC)CNC(=O)CCS(=O)(=O)c1cccc2nsnc12 (stereo not given)	-3	4	-20	-3	-12	2	-7	-10	11
72	CN(C)C(=O)C(CCN1CCC(O)(c2ccc(Cl)cc2)CC1)(c1ccccc1)c1ccccc1	2	11	-15	-1	-7	3	1	17	12&12&17
73	COc1ccccc1/C=N/NC(=O)c1ccc(-c2ccccc2)cc1	-5	9	-13	-8	-17	2	11	-7	17
74	CCCC(=O)NC(c1cccs1)c1cc([N+](=O)[O-])c2cccnc2c1O (stereo not given)	3	4	-13	-12	-5	-3	5	1	4
75	O=C(/C=C/c1c(Cl)cccc1Cl)n1cccn1	0	3	-22[20 µM]	-3	1	1	4	34	10
76	O=C(Nc1ncccc1O)c1cccc(S(=O)(=O)N2CCc3ccccc32)c1	-3	6	-4	-5	-10	8	0	17	12

Entries of single compounds, quoted from the list. Order of screens: p97 ATPase inh, BaF3 tox, Furin inhibitor, NCF1 inh, RBBP9 inh, Ba/F3 V617F tox, TbHK1 inh, PPC-1+TRAIL kill, EP2 antag
COC(=O)c1cccc(-n2c(C)cc(C=O)c2C)c1C is listed with -5, 4, -15, -4, 0, 2, -5, 0, 4
COc1ccccc1/C=N/NC(=O)c1ccc(-c2ccccc2)cc1 is listed with -5, 9, -13, -8, -17, 2, 11, -7, 17

Assay outcomes (PubChem BioAssay)
